Compound activity (PubChem BioAssay)
DAGLB inh – diacylglycerol lipase beta (human) inhibition | Q8NCG7 | 340,000 compounds, 0.059% hits | inhibition, % at 5.17 µM | HEK293T DAGLB membrane lysate, EnzChek fluorogenic substrate | AID 504411; in the data active = inhibition above about 34%;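 also: 0% = enzyme with vehicle and 100% = wells lacking enzyme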
NSD2 inh – blocks human histone methyltransferase NSD2; inhibition, % at 12.5 µM; 310,000 compounds, 0.54% hits; AID 743445; NSD2 peptide methylation, AlphaScreen, 120 min; in the data active = inhibition above about 50%
Target sequence (O96028 whole entry, looked up): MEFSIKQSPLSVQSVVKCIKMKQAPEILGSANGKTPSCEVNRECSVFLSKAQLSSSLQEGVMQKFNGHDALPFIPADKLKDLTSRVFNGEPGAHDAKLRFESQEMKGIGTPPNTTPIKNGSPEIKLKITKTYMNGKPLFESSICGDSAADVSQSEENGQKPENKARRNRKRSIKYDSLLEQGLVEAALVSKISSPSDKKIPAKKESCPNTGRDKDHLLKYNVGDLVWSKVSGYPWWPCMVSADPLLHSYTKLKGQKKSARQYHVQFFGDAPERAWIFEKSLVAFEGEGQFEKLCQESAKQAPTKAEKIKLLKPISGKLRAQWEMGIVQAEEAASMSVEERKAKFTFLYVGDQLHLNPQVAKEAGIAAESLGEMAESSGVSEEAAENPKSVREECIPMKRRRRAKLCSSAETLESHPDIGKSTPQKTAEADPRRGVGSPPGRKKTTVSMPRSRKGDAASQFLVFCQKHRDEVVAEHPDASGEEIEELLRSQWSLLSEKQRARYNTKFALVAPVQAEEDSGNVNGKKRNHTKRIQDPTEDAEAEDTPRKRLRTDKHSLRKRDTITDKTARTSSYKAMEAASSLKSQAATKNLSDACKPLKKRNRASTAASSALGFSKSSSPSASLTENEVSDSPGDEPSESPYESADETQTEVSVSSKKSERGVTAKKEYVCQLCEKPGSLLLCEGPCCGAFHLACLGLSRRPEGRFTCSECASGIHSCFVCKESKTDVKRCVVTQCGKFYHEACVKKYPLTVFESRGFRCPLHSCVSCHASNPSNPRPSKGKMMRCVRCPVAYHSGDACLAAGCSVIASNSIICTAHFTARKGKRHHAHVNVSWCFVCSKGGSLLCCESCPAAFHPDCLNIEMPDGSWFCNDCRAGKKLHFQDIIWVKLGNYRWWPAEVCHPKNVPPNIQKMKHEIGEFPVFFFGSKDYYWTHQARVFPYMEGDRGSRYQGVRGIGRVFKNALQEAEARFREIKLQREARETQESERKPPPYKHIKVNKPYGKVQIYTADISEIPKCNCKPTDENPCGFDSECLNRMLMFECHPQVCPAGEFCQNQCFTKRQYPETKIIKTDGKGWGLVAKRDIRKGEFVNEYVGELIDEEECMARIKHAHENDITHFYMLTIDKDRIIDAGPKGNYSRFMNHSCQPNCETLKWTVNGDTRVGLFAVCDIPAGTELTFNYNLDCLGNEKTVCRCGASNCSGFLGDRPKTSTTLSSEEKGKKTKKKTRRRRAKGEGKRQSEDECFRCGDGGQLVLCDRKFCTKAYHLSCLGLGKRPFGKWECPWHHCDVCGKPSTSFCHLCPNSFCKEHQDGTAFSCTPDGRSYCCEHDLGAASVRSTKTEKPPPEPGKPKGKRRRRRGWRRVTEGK
V-ATPase pHluor – alters yeast V-ATPase proton transport. S. cerevisiae, pHLuorin cytosolic pH fluorescence. response, % at 10 µM. 350,000 compounds, 0.37% hits. AID 504577; in the data active = response mostly above about 7.3%, no sharp cut-off; inactive = mostly below about 5.4%; also: actives read high; inactives centre near 0; some compounds called inactive have numbers as strong as hits; reference of the scale not given here
Cardiac RTF inh – cardiac RTF calcium desensitization; P19429+P45379; IANBD-labeled cardiac RTF, Ca2+ fluorescence; inhibition, % at 7.15 µM; 340,000 compounds, 0.12% hits;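 active = inhibition above the mean inhibition of all tested compounds plus 3 SD, cut at about 17% in these data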;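 also: assay run at fixed EC70 calcium of 1.6 mM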
CAL PDZ FP-1 – blocks peptide binding to human CAL PDZ domain; purified CAL PDZ, TMR-peptide fluorescence polarization, 1 h; AID 504414; 330,000 compounds, 0.02% hits; inhibition, % at 20 µM;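 active = highest replicate inhibition of at least 40%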;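 also: plate controls were DMSO neutral control wells for no effect and unlabeled competitor peptide control wells for full effect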
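System: tagged CAL PDZ domain. Schedule: 1 h room-temperature incubation prior to read. Signal: fluorescence polarization (mP). Measure: percent inhibition from loss of millipolarization.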
LANA DNA inh – KSHV C-LANA DNA binding inhibition; MBP-C-LANA/FAM-LBS DNA binding, fluorescence polarization; inhibition, % at 9 µM; 340,000 compounds, 0.078% hits; AID 504423;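 active = highest replicate inhibition at or above 60% at 9 µM, even if other replicates fall short; inactive = all replicates below 60% inhibition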;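 also: 0% = neutral control wells and 100% = 4 µM acridine orange control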
Pemphigus Ab inh – inhibitors of pemphigus antibody binding to human desmoglein-3; AID 588358; 310,000 compounds, 0.48% hits; binding (percent of control), % at 10 µM; DSG3-coupled beads, scFv-anti-DSG3-GFP binding, flow cytometry; active compounds read low; P32926;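 active = binding more than 3 SD below its plate's average and above zero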;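 also: hits lower antibody fragment binding to DSG3; some compounds called inactive have numbers as strong as hits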
CAL PDZ FP-2 – CAL PDZ (human) peptide binding inhibition; purified CAL PDZ, TMR-peptide fluorescence polarization, 1 h; AID 602252; inhibition, % at 24.9 µM; 300,000 compounds, 0.92% hits;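 active = mean inhibition of at least 30% with at least half of replicates also reaching 30%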;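 also: 0% = DMSO neutral control and 100% = excess unlabeled competitor peptide PRC23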
Keap1 Nrf2 FP – inhibitors of human Keap1-Nrf2 protein-protein interaction | Q14145 | Keap1 Kelch-Nrf2 peptide fluorescence polarization, 1536-well | inhibition, % at 9.4 µM | 340,000 compounds, 0.15% hits | AID 504523; in the data active = inhibition above about 12%;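 also: human Keap1 Kelch domain with fluorescein labeled Nrf2 9mer peptide probe; 0% = neutral control wells and 100% = peptide positive control; higher means more block of Keap1 binding to Nrf2 peptide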
Arrestin-AP2 inh – inhibitors of human beta-arrestin and AP2 interaction | inhibition, % at 10 µM | FITC-arrestin peptide / GST-AP2 beads, flow cytometry; AP2 beta2 appendage carries R879A mutation | 340,000 compounds, 0.31% hits;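 active = inhibition above a set limit, near 3 SD of compounds lacking own fluorescence, cut at about 54% in these data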;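 also: plate controls were DMSO wells for no effect and 5 µM unlabelled arrestin peptide for full effect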
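Material – AP2 appendage R879A on GSH beads · Buffer or medium – PBS with 0.05% Tween 20 and 0.1% BSA · Probe or stimulus – fluorescein-tagged arrestin peptide at 50 nM final · Incubation – compound with beads 12 min RT, then probe 1 h RT · Detection – high-throughput flow cytometry of beads, ex 488, em 535 nm · Evaluation – percent response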
* marks the source's active call; other numbers are inactive results; x = no result given. This is a subset, so the mix of outcomes need not match the whole.

SMILES	DAGLB inh	NSD2 inh	V-ATPase pHluor	Cardiac RTF inh	CAL PDZ FP-1	LANA DNA inh	Pemphigus Ab inh	CAL PDZ FP-2	Keap1 Nrf2 FP	Arrestin-AP2 inh
CC(C)c1ccc(NC(=O)CCNC(=O)Cn2ccc3ccccc3c2=O)cc1	-4.0	-2.5	0.5	4.2	-2.9	0.3	x	-4.2	-3.6	-9.3
CCCOC(=O)CCCN1C(=O)/C(=C2\SC(=S)N(CCCC(=O)OCCC)C2=O)SC1=S	x	x	3.2	x	1.0	-0.3	92.4	x	-4.8	37.0
CN(C)Cc1c(C(=O)N/N=C/c2cccc(OCc3ccccc3)c2)nnn1-c1nonc1N	-0.3	5.9	-1.6	6.2	1.0	0.8	98.2	1.3	-2.0	-3.0
Cc1ccc(NC(=O)C2(c3cccs3)CCOCC2)cc1C	-2.6	x	-1.7	5.8	-0.8	-1.3	110.2	-2.2	-1.0	20.9
C[C@@H]1CN(S(=O)C(C)(C)C)[C@H](CCO)/C1=C\CCO (some centres not stated)	-2.9	x	-1.4	1.6	-0.7	0.4	101.3	-1.6	-0.4	0.6
COCc1cc(=O)[nH]c2cc(NC(=O)C3CC3)c(C)cc12	-0.2	0.8	-2.0	1.6	0.0	7.7	x	2.6	-1.6	31.1
CCCC(CCC(=O)Nc1cc([N+](=O)[O-])ccc1O)C(=O)O (configuration not stated)	-0.6	-2.0	3.0	0.3	0.0	0.2	105.1	-0.5	-5.8	-1.0
COc1ccc(/C=C/C(=O)c2ccc(O)cc2)cc1	-7.2	x	9.3*	-4.9	-0.3	0.5	99.8	-7.9	-2.8	-7.4
CC(C)(C)N1C(=O)c2ccc(C(=O)Nc3ccc(O)cc3)cc2C1=O	-2.0	4.1	-0.3	-5.9	0.4	2.3	97.1	-0.1	-0.9	1.1
Cc1cc(NC(=O)CSc2nc3c(c(=O)n2C)SCC3)no1	1.1	-0.2	-1.6	1.6	0.7	-0.5	97.3	-2.4	1.2	-9.4
Fc1ccc(N2CCN(c3ccc4c(C(F)(F)F)cc(C(F)(F)F)nc4n3)CC2)cc1	-2.6	121.0*	1.1	2.7	0.0	-0.3	98.2	-3.1	1.3	0.8
CCOc1ccccc1Nc1nnc(SCC(=O)N2CCCC2)s1	-1.1	2.7	1.0	-6.2	x	-0.7	107.9	-2.7	-2.7	-6.4
CC(=O)OC[C@H]1O[C@@H](Oc2cc(O)cc3oc(-c4ccc(O)cc4)cc(=O)c23)[C@H](O[C@@H]2O[C@@H](C)[C@H](O)[C@@H](O)[C@H]2O)[C@@H](O)[C@@H]1O	-0.4	x	1.0	7.4	-2.7	1.5	98.9	-7.2	-6.0	0.8
C[C@H](NC(=O)c1nc[nH]c1C(=O)NCCCCCNC(=O)OC(C)(C)C)C(=O)OCc1ccccc1	1.6	x	-2.4	-1.7	-1.3	1.3	100.3	-3.4	-2.6	1.5
COc1cc(NC(=O)CSc2nccc(=O)[nH]2)c(C)cc1[N+](=O)[O-]	3.2	-0.9	2.9	-12.3	-0.3	-1.3	99.3	3.4	2.1	-3.1
CC(C)CN1C2CCCC1CC(NC(=S)NCc1ccco1)C2 (configuration not stated)	-0.5	6.2	1.6	2.7	-0.3	1.1	97.8	0.3	-3.3	-1.3
Cc1cc(=O)oc2ccc(OC(=O)c3cccc(S(=O)(=O)N4CCOCC4)c3)cc12	-0.1	-0.7	4.7	0.8	-4.5	-1.7	110.5	5.2	-4.2	3.5
S=C(NCc1ccncc1)Nc1ccc(Cl)c(Cl)c1	1.2	-4.5	-0.3	-7.1	-0.8	-0.7	100.4	-3.3	-3.3	2.8
CC1(C)CC(=O)c2cc3c(nc2C1)CC(C)(C)CC3=O	0.5	-2.7	-3.1	-1.4	-3.1	1.5	88.1	-4.3	-0.1	-7.8
COc1ccc(CNC(=O)CCC(=O)c2ccccc2)cc1	1.5	-7.3	2.2	-5.4	0.4	-2.5	x	-3.4	-4.5	11.5
CCCCn1c(=O)[nH]c2ccccc21	2.0	x	-5.9	-4.8	-0.4	-0.4	98.1	-5.3	5.2	11.5
CCc1nnc(NC(=O)CN2CCN(C3CCCCC3)CC2)s1	2.0	x	5.7	0.7	-0.3	0.3	93.5	-3.9	5.2	19.8
COc1cccc(Oc2coc3cc(OC(=O)N4CCOCC4)ccc3c2=O)c1	-2.1	3.9	-1.9	-12.0	-1.0	1.2	107.0	0.2	-4.3	5.6
CCN(C(=O)C1CCCN1S(=O)(=O)c1cccc2nsnc12)c1ccccc1 (configuration not stated)	1.7	-0.7	-5.2	-2.5	-0.7	0.3	91.2	-1.0	-2.9	-6.4
O=[N+]([O-])c1nc2ccccc2[nH]1	-0.4	4.3	-0.9	5.0	-0.7	-0.7	95.9	-1.9	-0.6	8.0
O=C(c1ccco1)N1CCN(C(=O)c2ccccc2NS(=O)(=O)c2ccc(F)cc2)CC1	-1.5	-2.5	-2.1	7.2	-0.1	0.3	100.4	2.1	-0.1	24.4
Cc1nc(/C(N)=N/OC(=O)Cc2ccccc2)no1	-0.5	-3.4	-0.7	0.3	0.2	0.8	80.1	x	0.5	-14.6
CCCCN(C(=O)NC(=O)C1=C(N2CCOCC2)/C(=C/c2ccccc2)CC1)S(C)(=O)=O	5.0	1.4	0.5	-6.0	-2.1	1.4	90.4	-2.3	-1.0	8.8
Oc1ccc(/C=N/N2CCN(C3c4ccccc4-c4ccccc43)CC2)cc1O	6.5	4.2	0.1	-4.6	-2.8	-0.1	91.3	1.7	-0.5	-3.2
COc1cccc(-c2ccc(C#N)c(OC(=O)c3ccc(Cl)cc3)n2)c1	1.3	-3.7	-3.4	-4.1	-0.7	-1.6	108.9	-2.3	1.3	4.6

Some of these compounds in order of molecular weight, descending:
SMILES	DAGLB inh	NSD2 inh	V-ATPase pHluor	Cardiac RTF inh	CAL PDZ FP-1	LANA DNA inh	Pemphigus Ab inh	CAL PDZ FP-2	Keap1 Nrf2 FP	Arrestin-AP2 inh
CC(=O)OC[C@H]1O[C@@H](Oc2cc(O)cc3oc(-c4ccc(O)cc4)cc(=O)c23)[C@H](O[C@@H]2O[C@@H](C)[C@H](O)[C@@H](O)[C@H]2O)[C@@H](O)[C@@H]1O	-0.4	x	1.0	7.4	-2.7	1.5	98.9	-7.2	-6.0	0.8
CN(C)Cc1c(C(=O)N/N=C/c2cccc(OCc3ccccc3)c2)nnn1-c1nonc1N	-0.3	5.9	-1.6	6.2	1.0	0.8	98.2	1.3	-2.0	-3.0
S=C(NCc1ccncc1)Nc1ccc(Cl)c(Cl)c1	1.2	-4.5	-0.3	-7.1	-0.8	-0.7	100.4	-3.3	-3.3	2.8
Cc1nc(/C(N)=N/OC(=O)Cc2ccccc2)no1	-0.5	-3.4	-0.7	0.3	0.2	0.8	80.1	x	0.5	-14.6

Later entries
SMILES	DAGLB inh	NSD2 inh	V-ATPase pHluor	Cardiac RTF inh	CAL PDZ FP-1	LANA DNA inh	Pemphigus Ab inh	CAL PDZ FP-2	Keap1 Nrf2 FP	Arrestin-AP2 inh
COc1ccc(N2CCN(S(=O)(=O)c3ccc4c(c3)NC(=O)C(C)C(=O)N4)CC2)cc1 (configuration not stated)	1.1	x	-2.3	-3.6	0.0	0.3	95.0	0.7	-2.0	-5.1
CN(C)CCCN(C(=O)c1ccc(S(=O)(=O)N2CCCC2)cc1)c1nc2ccc(Br)cc2s1	0.6	1.0	-0.8	-8.6	-2.7	-1.1	124.3	-11.9	-3.0	-8.8
O=C(Nc1ccccn1)C1CCCN1S(=O)(=O)c1ccc(Cl)cc1 (configuration not stated)	1.7	-3.9	3.4	-1.1	0.5	0.4	101.5	x	3.6	-7.3
CCCCn1c(CCNC(=O)CC)nc2ccccc21	1.4	x	-6.8	-9.7	-0.4	-2.1	107.6	0.2	3.2	-3.1
CCOC(=O)c1c(C)[nH]c(C(=O)OCC(=O)NC(C)C)c1C	2.9	-0.4	3.9	-0.2	-0.7	-1.1	99.5	x	-3.0	1.8
CCc1ccc(NCc2cc3c(C)nn(-c4ccccc4)c3[nH]c2=O)cc1	6.7	1.4	3.7	2.5	-3.4	1.0	96.6	-5.4	-2.7	7.2
CCCCc1ccc(NC=C2C(=O)OC3(CCCCC3)OC2=O)cc1	0.0	12.1	-0.3	5.1	-2.9	1.3	96.8	-0.8	-2.6	-7.8
CCC(=O)OC1(C#CCOc2ccc(OC)cc2)CCN(C)CC1	-0.8	14.1	2.6	-6.0	-1.0	-0.8	103.7	0.6	2.8	-8.2
COc1ccc(S(=O)(=O)N(C)CC(=O)Nc2ccc3c(c2)OCO3)cc1OC	-0.1	2.4	-0.7	-1.3	-0.8	1.4	94.4	-4.3	6.1	6.4
Cc1cccc(/C(N)=N/OC(=O)COc2ccc(Cl)c(C)c2)c1	-4.5	-7.5	-2.8	-1.4	-0.1	0.5	108.0	-3.1	2.1	6.1
Cc1ccc(CN2C(=O)CC(Nc3ccc(N4CCOCC4)cc3)C2=O)cc1 (configuration not stated)	1.6	7.1	2.5	-9.4	0.3	0.4	107.9	x	3.9	14.5
CCOc1ncccc1C(=O)OCC(=O)c1cc(C)n(Cc2ccco2)c1C	-2.2	1.9	-3.3	5.4	-1.2	-1.5	105.0	-3.6	-4.3	7.6
OCC1(Cc2ccccc2F)CCCN(Cc2c(F)ccc(F)c2F)C1 (configuration not stated)	-5.9	1.1	0.3	-7.7	7.3	0.1	112.3	-1.5	0.4	-6.3
CC1=CC(C)(C)N(C(=O)CSc2nnc(N)s2)c2ccccc21	-3.0	3.3	-0.5	-0.8	0.3	-0.4	99.4	-4.1	0.6	6.5
O=C(COC(=O)Cc1ccc(F)cc1)Nc1ccc2[nH]c(=O)[nH]c2c1	1.3	0.6	-2.5	-7.7	-2.2	-1.6	89.7	-6.2	1.1	5.2
S=C(NCc1cccs1)Nc1cccc2ccccc12	0.4	0.8	4.4	2.3	-0.4	-2.2	100.0	x	0.7	48.9
OCC1CCCN(C(=S)NCCc2ccccc2)C1 (configuration not stated)	-1.0	0.6	-4.2	-1.2	0.2	-0.4	84.9	-3.6	-2.8	-9.2
O=S(=O)(NC1CCCC1)c1ccc(S(=O)(=O)N2CCc3ccccc32)cc1	-2.9	x	-0.7	-4.9	-1.8	1.5	105.3	-2.6	-2.5	7.5
CN1C(=O)C2(C(C#N)=C(N)Oc3c2oc(CO)cc3=O)c2ccccc21 (configuration not stated)	-1.6	3.0	0.1	-7.7	-3.0	-0.3	85.4	-9.3	-3.5	10.5
Nc1n[nH]c(=S)n1-c1ccc(Cl)cc1	-1.1	-2.5	-1.2	-3.7	0.0	2.3	98.0	-0.2	-4.7	4.4
COc1ccc(C(=O)NCCc2ccc(C(F)(F)F)cc2)cc1S(=O)(=O)N1CCOCC1	-0.9	0.4	1.1	-3.4	-1.7	-2.0	103.6	x	0.9	1.0
C/C(=N\NC(=O)COc1cccc(C)c1)c1ccc2ccccc2c1O	2.1	-0.5	0.6	-5.1	-2.6	3.5	119.0	-1.0	-3.3	-3.1
COc1ccccc1NC(=O)Nc1ccc(S(=O)(=O)Nc2onc(C)c2C)cc1	1.4	x	-0.8	-4.5	-0.2	-0.8	109.8	-3.5	-4.1	4.1
